Screening data (PubChem BioAssay)
D2 antag: antagonizes the human D2 dopamine receptor; P14416; HEK293 TREx D2 cells, calcium flux, dopamine EC80; inhibition, % at 10 µM; 340,000 compounds, 2% hits; AID 485344; in the data active = inhibition above about 30%; note: 0% is about no effect
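Calcium flux kinetic readout in an inducible HEK293 TREx D2 line plated overnight at 30 C. After 180 s compound exposure, an EC80 dopamine challenge follows with another 180 s kinetic read to detect antagonism.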
D1 PAM: enhances dopamine response at the human D1 receptor | potentiation, % at 10 µM | P21728 | HEK293 TREx D1 cells, calcium flux, dopamine EC20 potentiation | AID 504651 | 360,000 compounds, 0.036% hits; in the data active = potentiation above about 30%; note: 0% is about no effect
Target sequence (P21728 whole entry, looked up): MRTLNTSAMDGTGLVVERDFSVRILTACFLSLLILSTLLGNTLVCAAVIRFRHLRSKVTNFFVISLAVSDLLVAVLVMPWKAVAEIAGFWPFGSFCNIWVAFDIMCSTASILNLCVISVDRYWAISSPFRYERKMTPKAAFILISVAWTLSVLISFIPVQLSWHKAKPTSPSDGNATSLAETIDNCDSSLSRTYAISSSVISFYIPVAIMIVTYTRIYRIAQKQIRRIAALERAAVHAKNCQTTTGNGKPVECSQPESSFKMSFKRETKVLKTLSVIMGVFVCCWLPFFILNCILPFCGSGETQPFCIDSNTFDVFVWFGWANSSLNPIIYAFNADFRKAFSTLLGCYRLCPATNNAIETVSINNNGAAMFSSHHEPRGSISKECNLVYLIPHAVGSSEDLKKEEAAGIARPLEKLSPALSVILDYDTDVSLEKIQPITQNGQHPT
D1 agonist: agonists of human D1 dopamine receptor. 360,000 compounds, 1% hits. activation, % at 2 µM. HEK293 T-REx D1 cells, calcium flux, agonist mode. AID 504660; in the data active = activation above about 30%; note: 0% is about no effect
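Inducible HEK293 T-REx D1 cells, force-coupled to calcium signalling, were plated at 4000 cells/well with tetracycline and held overnight at 30 C. After no-wash calcium dye loading, compound-evoked calcium rise over 180 s flagged agonists.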
D2 agonist: agonists of human D2 dopamine receptor | HEK293 T-REx D2 cells, calcium flux agonist mode | activation, % at 2 µM | 340,000 compounds, 0.53% hits | AID 485358;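 active = activation over 3 SD above normal in the single-dose calcium agonist read, cut at about 30% in these data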; note: 0% is about no effect
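Agonism is scored from calcium flux in a force-coupled, inducible HEK293 cell line expressing D2, read kinetically for 180 s after compound addition against dopamine controls.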
RXFP1 ag: agonists of human relaxin receptor RXFP1; Q9HBX9; HEK293T-RXFP1 cAMP TR-FRET, 30 min; response scale: percent of porcine relaxin response, buffer zero; Potency, µM (series often up to 57.5 µM), inactives show at the top dose activation, actives largely listed as activators; 370,000 compounds, 0.3% hits; AID 2676; active = well fitted activation curve with a large enough effect; note: potency is the fitted concentration of half-maximal effect; % is set by controls: 0 for no effect and ±100 for the full control effect; nearly all actives have a fitted effect of over 60% in size; many of its hits are not listed in these tables
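HEK293 cells stably expressing RXFP1, treated 30 min at 37C with compounds plus PDE4 inhibitor Ro 20174; cAMP measured by HTRF TR-FRET. Normalized to buffer and 29 nM porcine relaxin; EC50 by Hill fit.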
D1 antagonist: blocks dopamine activation of the human D1 receptor; activity change, negative = inhibition, % at 10 µM; P21728; HEK293 TREx D1 cells, calcium flux, dopamine EC80; active compounds read low; 360,000 compounds, 3.2% hits; in the data active = activity change below about -30%; note: % is set by controls: 0 for no effect and ±100 for the full control effect
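Tetracycline-induced HEK293 T-REx cells with force-coupled D1 receptor were loaded with a no-wash calcium dye. Compound was added after a 10 s baseline and read kinetically for 180 s; EC80 dopamine was then added and calcium flux followed another 180 s.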
TRHR PAM: TRH receptor (human) allosteric enhancement; TRHR cells, fluo-8 calcium fluorescence, EC20 TRH enhancement; P34981; enhancement, % at 2 µM; 360,000 compounds, 0.66% hits; in the data active = enhancement above about 30%; note: 0% is about no effect
Target sequence (P34981 whole entry, looked up): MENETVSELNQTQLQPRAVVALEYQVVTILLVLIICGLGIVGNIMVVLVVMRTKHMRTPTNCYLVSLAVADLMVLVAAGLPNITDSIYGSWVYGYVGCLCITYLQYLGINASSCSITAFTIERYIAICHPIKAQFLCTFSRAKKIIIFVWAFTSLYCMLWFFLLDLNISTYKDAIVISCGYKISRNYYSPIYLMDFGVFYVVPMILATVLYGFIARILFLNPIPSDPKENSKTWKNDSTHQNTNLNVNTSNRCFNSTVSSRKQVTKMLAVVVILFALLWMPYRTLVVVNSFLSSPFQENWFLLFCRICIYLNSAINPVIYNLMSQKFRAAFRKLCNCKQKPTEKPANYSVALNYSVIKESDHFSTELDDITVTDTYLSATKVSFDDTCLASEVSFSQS
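TRHR-expressing cells loaded with fluo-8 calcium dye were read kinetically (ex 480/em 530) during compound addition, then stimulated with an EC20 of TRH (10 nM final). Enhancement of the Gq-mediated intracellular calcium response was scored.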
D2 potentiator: D2 dopamine receptor (human) potentiation; HEK293 T-REx D2, calcium flux, EC20 dopamine potentiation; 340,000 compounds, 0.34% hits; P14416; AID 485347; potentiation, % at 10 µM;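 active = potentiation over 3 SD above the plate norm, cut at about 30% in these data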; note: 0% is about no effect
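Tetracycline-induced Hek293 Trex D2 cells, force-coupled to calcium, loaded with no-wash calcium dye. Compound added with 180 s kinetic read for agonism, then EC20 dopamine and a further 180 s read for potentiation.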
RXFP1 antagonist: blocks the human relaxin receptor RXFP1. HEK293-RXFP1, relaxin-stimulated cAMP HTRF, 30 min; active compounds read low. AID 1259400. 350,000 compounds, 0.59% hits. activity change, negative = inhibition, % at 57.5 µM. Q9HBX9;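 active = activity change of -60% or lower, but not beyond a set lower limit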; note: % is set by controls: 0 for no effect and ±100 for the full control effect
The depositor's hits bear a star; nt = no result given; & = joins results of further samples; ! = a repeat was not active. These rows are one share of the data; rates above refer to the full screens.

SMILES	D2 antag	D1 PAM	D1 agonist	D2 agonist	RXFP1 ag	D1 antagonist	TRHR PAM	D2 potentiator	RXFP1 antagonist
COc1ccccc1CNS(=O)(=O)c1cc2c3c(c1)CCN3C(=O)CC2	75*	-6&2	11&10	0.2&1.4	-0.1%&-4.9%	-11&-2	30*!	11&4	-15
NC(=O)C1CCN(c2nc(-c3ccccc3C(F)(F)F)cs2)CC1	nt	-2	15	nt	-0.9%	-20	7	nt	nt
NS(=O)(=O)c1ccc(CCNC(=O)CCS(=O)(=O)c2ccc(Br)cc2)cc1	-4	5	7	-0.8	-0.6%	3	0	4	17
CC(=O)Nc1ccc(C(=O)NC2CCCC2)cc1	nt	3	3	nt	-0.5%	-15	22	-5	0
O=C(NCc1ccc(-n2cccc2)cc1)c1cccc(F)c1	15	-2	12	1.0	0.0%	-3	-1	13	4
C/C(=N\NC(=O)CSc1nc(C)cc(C)n1)c1ccc2c(c1)OCCO2	-7	-2	2	0.3	3.5%	-17	-2	6	7
CC1CCCC(C)N1C(=O)c1ccc(S(=O)(=O)NCc2ccco2)cc1 (configuration not stated)	37*	-4	4	-2.9	-0.5%	-8	-4	nt	12
Cn1cc([N+](=O)[O-])c(C(=O)NCC(=O)O)n1	-2	-2	1	2.3	-0.9%	-15	-2	-2	0
Cc1cc(O)c(C(c2ccccc2Cl)N2CCCCC2)c(=O)n1Cc1ccco1 (configuration not stated)	nt	-2	2	-2.2	2.1%	1	-1	9	-10
O=C(CSc1nc(Nc2ccccc2)nc(N2CCOCC2)n1)Nc1cc(Cl)ccc1O	-3	4	2	0.0	4.1%	-3	9	-1	-8
O=C(O)c1cccc(S(=O)(=O)N2CCCC2)c1	-24	-3	1	-0.5	0.1%	3	2	6	-1
C/C(N)=C(/C#N)C(=O)CSc1ccc2c(c1)OCCO2	-2	0	3	-0.9	0.6%	0	28	-2	-2
N#Cc1ccccc1/C=N/Nc1nc(-c2ccccc2)c2cc(Br)ccc2n1	-1	-2	3	-0.3	1.8%	14	2	-2	-4
Nc1nc(-c2c[nH]c3ccccc23)cs1	12	-14	2	-0.4	-0.5%	-6	3	-15	-12
CN(C(=O)c1ccc(NC(=O)Cc2cccc(NC(=O)C3CCN(C(=O)C4CCCC4)CC3)c2)cc1)C1CCCC1	-7	0	0	0.6	0.8%	19	2	20	nt
COC(=O)C1CCN(S(=O)(=O)Cc2ccccc2)CC1	-2	1	-2	-0.5	-1.7%	3	-2	3	-2
CN(C[C@H](Cc1ccccc1)N(C[C@H](Cc1ccccc1)N(CC1(c2ccccc2)CC1)N=O)N=O)N=O	2	2	1	0.1	0.6%	12	-2	13	nt
CCOC(=O)c1oc2cc(C)cc(C)c2c1C	10	-9	0	-0.3	0.6%	-12	-2	-8	3
Oc1ccc2ccccc2c1C=Nc1cc(C(F)(F)F)ccc1N1CCCC1	6	0	3	-0.3	0.2%	9	-3	11	-24
COc1ccc(-c2c3c(=O)n(C)c(=O)n(C)c3cn2-c2ccccc2)cc1	10	-10	-3	-0.5	2.5%	3	-2	2	-15
Cc1ccccc1OCC(=O)NCC(c1ccc(Cl)cc1)N1CCCCC1 (configuration not stated)	nt	-1	0	-1.3	0.0%	1	3	-24	-33
O=C(COC(=O)c1cccc(O)c1)NCc1ccc2c(c1)OCO2	1	4	2	0.0	1.3%	-8	3	15	6
O=S(=O)(CCc1nc2ccccc2o1)c1ccc2ccccc2c1	-4	-4	-3	-0.6	2.7%	3	-6	-5	-30
CCOP(=O)(CN(CC)C(=O)c1ccccc1Br)OCC	12	-1	0	0.2	1.9%	-6	-4	-2	3
COC(=O)c1ccc(CSc2nnc3c(n2)[nH]c2ccccc23)cc1	-11	-6	2	-0.8	1.6%	9	-3	16	-4
O=C(NCCN1CCOCC1)C1CC(=O)N(c2ccc(F)c(Cl)c2)C1 (configuration not stated)	-7	-5	3	1.3	-0.1%	-8	8	8	-13
Cc1ccnc(SCC(=O)c2ccc(Br)s2)n1	9	-6	6	1.0	12%	11	2	-5	8
COc1cccc2cc(-c3nc(-c4ccc(C)cc4)c(C)s3)c(=O)oc12	nt	-2	4	1.4	11%	21	2	2	-5
CCOC(=O)c1c(C)[nH]c(C)c1C(=O)COC(=O)COc1ccc(Cl)c(C)c1	-1	-6	6	0.2	-1.3%	-30	0	-4	-2
O=C(COC(=O)c1ccc(Cl)cc1[N+](=O)[O-])NNC(=O)c1cccs1	-4	-8	1	-0.8	-0.5%	-10	-1	7	0
O=C(NCCCn1ccnc1)c1cc(-c2ccncc2)nc2ccccc12	-5	1	3	0.2	0.9%	5	1	-1	2
COC(=O)c1c(NC(=O)C(Cl)Cl)sc2c1C(C(=O)OC)CC2 (configuration not stated)	0	3	3	0.0	3.0%	2	-1	8	5
OC(CN1CCN(c2cccc(C(F)(F)F)c2)CC1)c1c[nH]c2ccccc12 (configuration not stated)	-41	-7	21	-1.6	-1.2%	78	23	-29	-13
Cc1ccc(S(=O)(=O)c2nnn3c2nc(NC2CCCCC2)c2sccc23)cc1C	nt	-6	15	-0.7	8.1%	-39*	24	5	-2
CCCCCCCCOc1ccc(C2CC(=O)NC2=O)cc1 (configuration not stated)	-1	-10	-2	0.6	0.3%	12	2	1	-11
CCCn1c(NC(=O)CCS(=O)(=O)c2ccc(C)cc2)nc2ccccc21	-32	-5	-2	-1.6	-0.9%	-1	-2	14	-6
COc1cccc(CN2CCN(C3CCN(c4ccccc4F)CC3)CC2CCO)c1 (configuration not stated)	8	-7	4	3.2	0.6%	3	10	-23	-12
CC1CCc2c(sc(NS(=O)(=O)c3ccccc3)c2C(=O)OC(C)C)C1 (configuration not stated)	1	0	9	nt	-2.5%	4	15	2	-33
COc1ccc2ncc3c(-c4ccc(C)c(C)c4)nn(CC(=O)NC4CCCCC4)c3c2c1	nt	-2	2	0.9	1.3%	-7	9	9	1
CC(C)(C)C1CCc2onc(C(=O)NC3CCCC3)c2C1 (configuration not stated)	-8	-7	2	0.6	0.5%	2	-5	0	-19

Structures above that bear a hit mark in D1 antagonist:
SMILES	D2 antag	D1 PAM	D1 agonist	D1 antagonist	TRHR PAM	D2 potentiator	RXFP1 antagonist
Cc1ccc(S(=O)(=O)c2nnn3c2nc(NC2CCCCC2)c2sccc23)cc1C	nt	-6	15	-39*	24	5	-2

Other structures
SMILES	D2 antag	D1 PAM	D1 agonist	D2 agonist	RXFP1 ag	D1 antagonist	TRHR PAM	D2 potentiator	RXFP1 antagonist
CCOC(=O)C1=C(CC)NC2=C(C(=O)CCC2)C1c1ccc(OC)c(OC)c1 (configuration not stated)	3	-7	1	25	0.9%	-2	-6	-5	-2
Cc1ccc(NC(=O)N2CCN(C/C=C/c3ccccc3)CC2)cc1	-9	-2	2	0.5	-0.1%	2	4	0	-7
Cn1cc([N+](=O)[O-])c(C(=O)Nc2ccc(-c3nc4ccccc4o3)cc2)n1	5	-4	3	-0.7	0.0%	-4	6	-11	8
COc1ccc(CNC(=O)c2cc(=O)c3cc(C)cc(C)c3o2)cc1	-3	10	4	-0.4	0.0%	9	-9	-13	3
COc1ccc(S(=O)(=O)Cc2ccc(C(=O)NCCc3cc(OC)ccc3OC)o2)cc1	1	4	3	-0.7	-0.2%	1	9	-7	-28
Cc1ccc(Cn2c(CN3CCC(C(=O)NCc4ccccc4C)CC3)cc3ccccc32)cc1	nt	0	1	nt	-0.4%	4	-1	-4	-2
O=c1[nH]cnc2scc(-c3ccc(Br)cc3)c12	-12	-12	1	-0.2	2.7%	-7	4	-4	14
O=C(N/N=C/c1ccc(Br)cc1)c1ccc(Br)o1	12	-8	1	0.0	2.5%	4	-6	-11	-23
CN(C)CCN(Cc1ccco1)C(=O)c1oc2ccccc2c1NC(=O)c1ccccc1	nt	-5	9	2.5	-0.4%	-42*	-4	2	nt
O=S(=O)(O)c1ccc(N2N=C(c3ccccc3)CC2c2ccccc2)cc1 (configuration not stated)	nt	-6	9	nt	23%	-21	-8	nt	1
Cc1sc2ncnc(-n3cnc4ccccc43)c2c1C	-8	-5	0	-0.4	2.1%	-3	17	13	10
COc1ccc(-n2nc(C(=O)NCC(=O)N3CCN(C)CC3)c3ccccc3c2=O)cc1	4	-2	3	1.5	7.1%	-2	-3	17	4
CC1=C(C(=O)OC2CCCCCCC2)C(c2ccc(O)cc2)NC(=O)N1 (configuration not stated)	7	-4	5	1.4	2.8%	32	1	-6	-4
S=C(Nc1ccccc1)NC1CCN(Cc2ccccc2)CC1	92*	-6	13	1.4	-1.6%	-5	-2	-27	-6
Cc1ccccc1Nc1nc(N)nc(CN2C(=O)NC3(CCCCC3C)C2=O)n1 (configuration not stated)	0	-6	0	-0.3	2.3%	4	0	-11	7
COCCNC(=O)c1ccc2c(c1)N(Cc1cc(C)ccc1C)C(=O)c1ccccc1S2(=O)=O	nt	-2	0	0.2	-4.2%	8	-3	-2	-6
CN(C)c1ccc(NC(=O)CSc2nc3ccsc3c(=O)n2CCCCCC(=O)O)cc1	nt	-1	2	nt	0.7%	-26	1	7	-8
COc1ccccc1N1CCN(S(=O)(=O)c2ccc(F)c(C(=O)Nc3ccc(C)c(F)c3)c2)CC1	nt	-1	-1	0.0	0.2%	-1	-6	-10	-24
COc1cccc(-n2c(SCC(=O)NC3CCS(=O)(=O)C3)nc3ccccc3c2=O)c1 (configuration not stated)	nt	-1	2	nt	2.3%	5	-3	nt	-2
CCOc1ccccc1CNc1nc2nc3c(c(=O)n2[nH]1)CCC3	29	3	2	-0.5	-0.9%	13	12	3	-9
CS(=O)(=O)Nc1ccccc1C(=O)Nc1ccccc1C(=O)N1CCCC1	-5	-3	1	-0.2	-1.3%	9	1	6	-3
Cc1ccc(NC(=O)CCc2nnc3n(CC(C)C)c(=O)c4ccccc4n23)cc1C	nt	-2	-1	nt	0.7%	14	1	-3	5
CCN(C(=O)c1nn(-c2ccc(OC)cc2)c(=O)c2c1c1ccccc1n2C)c1ccc(OC)cc1	20	-4	-1	-0.4	4.9%	-6	-3	-17	-9
Cc1cc(Cl)ccc1Oc1ccccc1C(=O)CC#N	7	-5	7	0.2	0.3%	-11	-3	6	-2

Sorted by molecular weight (rising): some entries from above
SMILES	D2 antag	D1 PAM	D1 agonist	D2 agonist	RXFP1 ag	D1 antagonist	TRHR PAM	D2 potentiator	RXFP1 antagonist
Cc1ccc(NC(=O)CCc2nnc3n(CC(C)C)c(=O)c4ccccc4n23)cc1C	nt	-2	-1	nt	0.7%	14	1	-3	5
COc1cccc(-n2c(SCC(=O)NC3CCS(=O)(=O)C3)nc3ccccc3c2=O)c1 (configuration not stated)	nt	-1	2	nt	2.3%	5	-3	nt	-2
CCN(C(=O)c1nn(-c2ccc(OC)cc2)c(=O)c2c1c1ccccc1n2C)c1ccc(OC)cc1	20	-4	-1	-0.4	4.9%	-6	-3	-17	-9
